Screening data as filed in PubChem.
UBC9 SUMO inh – blocks human SUMOylation mediated by UBC9; P63279; HTRF SUMOylation assay, SAE1/SAE2 + UBC9, in vitro; inhibition, % at 35 µM; 290,000 compounds, 0.36% hits; in the data active = inhibition above about 50%, passing the limit was not always enough; also: strong numbers were not always called active
MEKK3 PB1 HTS – modulators (inhibitors or enhancers) of MEK5 binding to human MEKK3 PB1 domain; bead-based flow cytometry, Alexa488-MEK5 binding to MEKK3; actives lie on both sides; 0 = blocked by unlabeled MEK5, 100 = vehicle; 290,000 compounds, 1.4% hits; Q99759; binding response (% of control), % at 10 µM; AID 1529;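 active = binding response more than 3 SD above or below the average of its plate-row segment, actives on both sides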;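 also: Alexa488 bead fluorescence after subtracting the streptavidin-only scavenger bead signal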
IMP-1 inhibitor – blocks Pseudomonas aeruginosa IMP-1 metallo-beta-lactamase. purified IMP-1, nitrocefin hydrolysis, epi-absorbance fluorescence. inhibition, % at 5.6 µM. 290,000 compounds, 0.45% hits. AID 1556;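 active = inhibition above the mean plus 3 SD of all compounds in the same screening run, cut at about 4.5% in these data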;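 also: 0% = IMP-1 with DMSO and 100% = DMSO wells lacking enzyme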
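Assay system: purified recombinant IMP-1 beta-lactamase. Input: IMP-1 0.2 nM before substrate addition. Buffer or medium: Zinc- and detergent-supplemented HEPES buffer, pH 7.1. Schedule: 25 °C, 15 min preincubation, 25 min reaction. Signal: Epi-absorbance fluorescence, 480 nm excitation, 530 nm emission. Evaluation: percent inhibition from optical density relative to buffer-blank wells.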
pCIP destab – lowers stability of the mouse p/CIP coactivator protein | Q05BA5 | F442A p/CIP-EGFP cells, EGFP fluorescence, 16 h | decrease of EGFP signal, % at 10 µM | 290,000 compounds, 0.01% hits | AID 1984;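 active = EGFP signal decrease of at least 30% at 10 µM or well 3 SD below plate mean, unless failing retest; inactive = the rest, including hits failing retest or dose response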; also: some compounds called inactive have numbers as strong as hits; many of its hits are not listed in these tables
Target sequence (Q05BA5 1-1403): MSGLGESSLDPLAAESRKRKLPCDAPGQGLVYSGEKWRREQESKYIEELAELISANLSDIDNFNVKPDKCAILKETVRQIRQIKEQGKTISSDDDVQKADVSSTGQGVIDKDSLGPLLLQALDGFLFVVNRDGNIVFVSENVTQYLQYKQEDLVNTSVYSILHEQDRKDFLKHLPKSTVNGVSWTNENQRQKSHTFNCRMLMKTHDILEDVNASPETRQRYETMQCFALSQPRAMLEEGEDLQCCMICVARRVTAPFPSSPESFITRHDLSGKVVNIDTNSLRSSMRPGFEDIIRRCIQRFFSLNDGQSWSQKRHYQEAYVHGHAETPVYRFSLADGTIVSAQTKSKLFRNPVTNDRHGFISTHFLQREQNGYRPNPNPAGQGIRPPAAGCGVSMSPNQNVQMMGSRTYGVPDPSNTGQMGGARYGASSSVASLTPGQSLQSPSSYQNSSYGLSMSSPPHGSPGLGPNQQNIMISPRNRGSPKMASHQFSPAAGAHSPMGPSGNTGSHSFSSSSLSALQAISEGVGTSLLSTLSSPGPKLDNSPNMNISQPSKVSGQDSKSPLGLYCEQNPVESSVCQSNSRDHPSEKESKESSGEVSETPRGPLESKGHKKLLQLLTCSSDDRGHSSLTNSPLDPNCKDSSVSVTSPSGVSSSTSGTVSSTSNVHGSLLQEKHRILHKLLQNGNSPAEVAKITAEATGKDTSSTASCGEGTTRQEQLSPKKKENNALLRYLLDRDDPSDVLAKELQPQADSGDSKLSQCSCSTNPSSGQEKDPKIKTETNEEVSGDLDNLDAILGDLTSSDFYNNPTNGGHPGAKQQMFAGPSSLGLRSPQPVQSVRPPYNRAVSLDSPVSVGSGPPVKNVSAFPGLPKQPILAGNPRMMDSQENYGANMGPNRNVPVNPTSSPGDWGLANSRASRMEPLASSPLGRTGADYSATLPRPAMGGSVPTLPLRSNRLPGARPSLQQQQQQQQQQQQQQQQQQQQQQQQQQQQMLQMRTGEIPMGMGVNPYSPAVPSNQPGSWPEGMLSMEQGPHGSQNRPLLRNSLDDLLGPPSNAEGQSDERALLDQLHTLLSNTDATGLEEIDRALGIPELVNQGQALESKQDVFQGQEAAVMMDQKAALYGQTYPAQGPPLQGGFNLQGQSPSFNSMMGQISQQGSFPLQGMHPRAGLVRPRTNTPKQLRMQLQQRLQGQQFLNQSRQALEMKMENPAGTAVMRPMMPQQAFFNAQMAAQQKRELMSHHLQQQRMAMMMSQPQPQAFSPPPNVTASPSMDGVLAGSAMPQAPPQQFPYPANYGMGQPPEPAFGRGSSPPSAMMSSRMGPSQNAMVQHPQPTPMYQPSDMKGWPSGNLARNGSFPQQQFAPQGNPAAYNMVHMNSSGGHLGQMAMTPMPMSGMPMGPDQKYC
VIM-2 inhibitor – blocks Pseudomonas aeruginosa VIM-2 metallo-beta-lactamase; purified VIM-2, nitrocefin hydrolysis, epi-absorbance fluorescence; inhibition, % at 5.6 µM; 290,000 compounds, 0.89% hits;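 active = inhibition above the mean of all tested compounds plus 3 SD, cutoff set per screening run, cut at about 7.5% in these data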;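 also: red hydrolysis product quenches plate fluorescence so inhibitors raise well fluorescence; 0% = enzyme with DMSO and 100% = DMSO without enzyme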
IDE cell activ – boosts human insulin-degrading enzyme activity in HEK cells; P14735; FAbeta-B cleavage, fluorescence polarization; 0% vehicle, 100% cell-free pure enzyme wells; activation, % at 5.96 µM; 340,000 compounds, 0.073% hits; AID 493087;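 active = activation above the mean of all tested compounds plus 3 SD, set per screening campaign, cut at about 17% in these data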
FID counter – counter-screen for HCV NS3 helicase inhibitors: DNA intercalator displacement | AID 1845 | inhibition, % at 7.9 µM | DNA fluorescent intercalator displacement, fluorescence | 290,000 compounds, 0.17% hits; in the data active = inhibition above about 37%;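 also: 0% = vehicle and 100% = reference compound; higher means more ethidium bromide displaced from hairpin DNA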
NS3 helicase inh – blocks Hepatitis C virus NS3 helicase unwinding; 290,000 compounds, 0.56% hits; NS3 helicase DNA unwinding, Cy5 molecular beacon fluorescence; inhibition, % at 10.9 µM; AID 1800;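 active = inhibition above the mean of all tested compounds plus 3 SD, set per campaign, cut at about 35% in these data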;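 also: 0% = DMSO wells and 100% = thioflavine S control wells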
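Test system: hepatitis C virus NS3 helicase domain fragment enzyme. Also added: annealed dual-labelled DNA beacon duplex, ATP-started. Timing: 60 min unwinding reaction at 25 °C after ATP addition. Technique: Cy5 fluorescence. Measure: % inhibition of unwinding.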
PHOSPHO1 block – inhibitors of human PHOSPHO1 phosphatase; Q8TCT1; recombinant PHOSPHO1, absorbance phosphatase assay; inhibition, % at 13.3 µM; 290,000 compounds, 1.1% hits; AID 1565; in the data active = inhibition above about 60%
The depositor's hits bear a star.

For C#Cc1ccc([C@@H]2C=C(C(=O)Nc3ccccc3)O[C@H](OCC)[C@H]2CCCO)cc1 the results were UBC9 SUMO inh -13, MEKK3 PB1 HTS 93, IMP-1 inhibitor -1.4, pCIP destab 0, VIM-2 inhibitor 0.5, IDE cell activ -4, FID counter -29, NS3 helicase inh -14 and PHOSPHO1 block 39.
CCOC(=O)C1CCCN(CC(O)COc2cccc(C)c2)C1 (stereo not given) was read as UBC9 SUMO inh -5, MEKK3 PB1 HTS 96, IMP-1 inhibitor -5.0, pCIP destab 1, VIM-2 inhibitor -0.4, IDE cell activ 0, FID counter 1, NS3 helicase inh 1 and PHOSPHO1 block 2.
COc1ccccc1OCc1nnc(SCC(=O)c2cc(Cl)ccc2OC)o1 was read as UBC9 SUMO inh -24, MEKK3 PB1 HTS 111, IMP-1 inhibitor -2.4, pCIP destab -3, VIM-2 inhibitor -5.2, IDE cell activ 1, FID counter -10, NS3 helicase inh 7 and PHOSPHO1 block 1.
Nc1ccc(-c2nc3ccc(-c4nc5ccccc5o4)cc3[nH]2)cc1 was read as UBC9 SUMO inh 45, MEKK3 PB1 HTS 112, IMP-1 inhibitor -3.2, pCIP destab -7, VIM-2 inhibitor -1.2, IDE cell activ -1, FID counter 11, NS3 helicase inh -60 and PHOSPHO1 block 11.
Cn1c(=O)c2[nH]c(N3CCOCC3)nc2n(-c2ccccc2)c1=O was read as UBC9 SUMO inh 11, MEKK3 PB1 HTS 97, IMP-1 inhibitor -3.3, pCIP destab -6, VIM-2 inhibitor -5.5, IDE cell activ 8, FID counter 0, NS3 helicase inh -3 and PHOSPHO1 block -16.
`CC1(CCl)N([O-])C2=C(CCCC2)[N+]1=O` (stereo not given) gave UBC9 SUMO inh -6, MEKK3 PB1 HTS 80, IMP-1 inhibitor -4.5, pCIP destab -8, VIM-2 inhibitor -4.5, IDE cell activ 7, FID counter -3, NS3 helicase inh 2 and PHOSPHO1 block 16.
`CCCCCC1CC(CC(=O)NC(=S)Nc2ccccc2Cl)C(=O)O1` (stereo not given) gave UBC9 SUMO inh -12, MEKK3 PB1 HTS 95, IMP-1 inhibitor -1.8, pCIP destab -10, VIM-2 inhibitor -1.0, IDE cell activ 3, FID counter 3, NS3 helicase inh -3 and PHOSPHO1 block 33.
Screening CCC(=O)Nc1ccc(Nc2ccccc2)cc1 returned UBC9 SUMO inh -4, MEKK3 PB1 HTS 92, IMP-1 inhibitor -2.7, pCIP destab 0, VIM-2 inhibitor -1.9, IDE cell activ 2, FID counter 4, NS3 helicase inh 0 and PHOSPHO1 block -14.
For Cc1cc(C(C2C(=O)CC(C)(C)CC2=O)C2C(=O)CC(C)(C)CC2=O)cc(C)c1OC(F)F the results were UBC9 SUMO inh 10, MEKK3 PB1 HTS 105, IMP-1 inhibitor -0.4, pCIP destab 2, VIM-2 inhibitor -0.7, IDE cell activ -5, FID counter -36, NS3 helicase inh 6 and PHOSPHO1 block 32.
For CCCCc1ccc(CC2S/C(=C(\C#N)C(=O)N3CCOCC3)N(c3ccccc3)C2=O)cc1 (stereo not given) the results were UBC9 SUMO inh -5, MEKK3 PB1 HTS 102, IMP-1 inhibitor -2.9, pCIP destab -20, VIM-2 inhibitor -2.2, IDE cell activ -2, FID counter -40, NS3 helicase inh -2 and PHOSPHO1 block 3.
For CCCS(=O)(=O)c1cn2cccc(N)c2c1S(=O)(=O)CCC the results were UBC9 SUMO inh 10, MEKK3 PB1 HTS 99, IMP-1 inhibitor 0.5, pCIP destab -5, VIM-2 inhibitor 0.0, IDE cell activ 1, FID counter -9, NS3 helicase inh 6 and PHOSPHO1 block 15.
Screening Cc1nc2ccc(NC(=O)CSc3nnc(C)s3)cc2[nH]1 returned UBC9 SUMO inh 1, MEKK3 PB1 HTS 101, IMP-1 inhibitor -1.6, pCIP destab 4, VIM-2 inhibitor -0.3, IDE cell activ 1, FID counter 3, NS3 helicase inh 5 and PHOSPHO1 block 13.
Screening Cc1ccccc1-c1nn(-c2ccc(F)cc2F)cc1CNC1CC1 returned UBC9 SUMO inh -15, MEKK3 PB1 HTS 99, IMP-1 inhibitor -2.5, pCIP destab 2, VIM-2 inhibitor -2.8, FID counter 7, NS3 helicase inh 2 and PHOSPHO1 block 9.
Screening O=C(NCCc1c[nH]c2ccc(Cl)cc12)c1cccnc1 returned UBC9 SUMO inh 12, MEKK3 PB1 HTS 104, IMP-1 inhibitor 0.2, pCIP destab -7, VIM-2 inhibitor -2.9, IDE cell activ -18, FID counter -5, NS3 helicase inh -5 and PHOSPHO1 block 6.
`Cc1cccc(Sc2ccc([N+](=O)[O-])cc2[N+](=O)[O-])n1` gave UBC9 SUMO inh 6, MEKK3 PB1 HTS 107, IMP-1 inhibitor -5.2, pCIP destab 2, VIM-2 inhibitor -0.2, IDE cell activ 4, FID counter 3, NS3 helicase inh -5 and PHOSPHO1 block 16.
COc1ccc(NC(=O)N2CCC(c3nc4ccccc4[nH]3)CC2)cc1 was read as UBC9 SUMO inh 2, MEKK3 PB1 HTS 92, IMP-1 inhibitor -3.0, pCIP destab -4, VIM-2 inhibitor -3.5, IDE cell activ 3, FID counter 1, NS3 helicase inh 7 and PHOSPHO1 block -4.
Screening COc1ccc2c(c1)C=CC1(O2)N(CCO)c2ccccc2C1(C)C (stereo not given) returned UBC9 SUMO inh 12, MEKK3 PB1 HTS 103, IMP-1 inhibitor -2.1, pCIP destab -29, VIM-2 inhibitor -1.8, IDE cell activ 3, FID counter -35, NS3 helicase inh -1 and PHOSPHO1 block -6.
`Cc1c(-c2nnc(SCC(=O)O)n2-c2ccccc2Br)nnn1-c1ccccc1` gave UBC9 SUMO inh -5, MEKK3 PB1 HTS 105, IMP-1 inhibitor -2.0, pCIP destab -3, VIM-2 inhibitor -1.7, IDE cell activ 5, FID counter -46, NS3 helicase inh 8 and PHOSPHO1 block 9.
Screening CC(=O)NCCC(=O)Nc1nc(-c2cccs2)c(-c2cccs2)s1 returned UBC9 SUMO inh -2, MEKK3 PB1 HTS 106, IMP-1 inhibitor -2.6, pCIP destab -13, VIM-2 inhibitor -1.0, IDE cell activ 4, FID counter -12, NS3 helicase inh 0 and PHOSPHO1 block -6.
For COC(=O)c1ccc(NC(=O)C[n+]2ccccc2C)cc1 the results were UBC9 SUMO inh -1, MEKK3 PB1 HTS 106, IMP-1 inhibitor -2.1, pCIP destab -9, VIM-2 inhibitor -1.4, IDE cell activ 4, FID counter -1, NS3 helicase inh 5 and PHOSPHO1 block 19.
Cc1ccc(C)c2[nH]c(=O)c(CN(CC3CCCO3)C(=S)NCc3ccco3)cc12 (stereo not given) was read as UBC9 SUMO inh 25, MEKK3 PB1 HTS 129*, IMP-1 inhibitor -0.4, pCIP destab 1, VIM-2 inhibitor 3.4, IDE cell activ -1, FID counter -23, NS3 helicase inh 11 and PHOSPHO1 block -45.
CCOC(=O)c1c(C)[nH]c(C(=O)N2CCCC(C(=O)c3cccc(OC)c3)C2)c1C (stereo not given) was read as UBC9 SUMO inh 12, MEKK3 PB1 HTS 103, IMP-1 inhibitor -2.1, pCIP destab -18, VIM-2 inhibitor -2.3, IDE cell activ -3, FID counter -27, NS3 helicase inh 11 and PHOSPHO1 block 9.
`c1ccc(Cn2c[n+](Cc3ccccc3)cn2)cc1` gave UBC9 SUMO inh 15, MEKK3 PB1 HTS 105, IMP-1 inhibitor -5.2, pCIP destab -11, VIM-2 inhibitor -2.8, IDE cell activ 3, FID counter 2, NS3 helicase inh -9 and PHOSPHO1 block 20.
`COc1ccccc1-c1cc(C(=O)Nc2c(F)cc(F)cc2Br)no1` gave UBC9 SUMO inh 19, MEKK3 PB1 HTS 99, IMP-1 inhibitor -3.1, pCIP destab -4, VIM-2 inhibitor -1.5, IDE cell activ 9, FID counter -1, NS3 helicase inh 1 and PHOSPHO1 block 16.
`COc1ccc(OCCCC(=O)Nc2nccs2)cc1` gave UBC9 SUMO inh 2, MEKK3 PB1 HTS 93, IMP-1 inhibitor -2.8, pCIP destab -9, VIM-2 inhibitor -3.0, IDE cell activ 7, FID counter -5, NS3 helicase inh 1 and PHOSPHO1 block 25.
O=C(COc1ccc2c(-c3ccccc3)cc(=O)oc2c1)NCCCn1ccnc1 was read as UBC9 SUMO inh 9, MEKK3 PB1 HTS 99, IMP-1 inhibitor -0.3, pCIP destab -9, VIM-2 inhibitor 3.0, IDE cell activ -8, FID counter 7, NS3 helicase inh -19 and PHOSPHO1 block -13.
O=S(=O)(c1ccc2ccccc2c1)N1CCN(CCO)CC1 was read as UBC9 SUMO inh 22, MEKK3 PB1 HTS 102, IMP-1 inhibitor -0.7, pCIP destab -6, VIM-2 inhibitor -2.8, IDE cell activ 0, FID counter -2, NS3 helicase inh -15 and PHOSPHO1 block 0.
O=C1c2ccc([N+](=O)[O-])cc2C(=O)N1Cc1cccnc1 was read as UBC9 SUMO inh 0, MEKK3 PB1 HTS 111, IMP-1 inhibitor -3.6, pCIP destab -16, VIM-2 inhibitor -2.4, IDE cell activ -1, FID counter 0, NS3 helicase inh 1 and PHOSPHO1 block 4.
CC(=O)Nc1ccc(NC(=O)C(C)OC(=O)C2(c3ccc(F)cc3)CCCC2)cc1 (stereo not given) was read as UBC9 SUMO inh -20, MEKK3 PB1 HTS 102, IMP-1 inhibitor -2.7, pCIP destab -8, VIM-2 inhibitor -1.8, IDE cell activ 3, FID counter -17, NS3 helicase inh -13 and PHOSPHO1 block 18.
Screening CCCn1c(SCC(=O)N2c3ccccc3CCc3ccccc32)nc2c1c(=O)n(C)c(=O)n2C returned UBC9 SUMO inh -6, MEKK3 PB1 HTS 109, IMP-1 inhibitor -2.0, pCIP destab 5, VIM-2 inhibitor -3.5, IDE cell activ 3, FID counter -1, NS3 helicase inh -2 and PHOSPHO1 block 31.

Part of the list above in order of molar mass, low to high.
`c1ccc(Cn2c[n+](Cc3ccccc3)cn2)cc1` gave UBC9 SUMO inh 15, MEKK3 PB1 HTS 105, IMP-1 inhibitor -5.2, pCIP destab -11, VIM-2 inhibitor -2.8, IDE cell activ 3, FID counter 2, NS3 helicase inh -9 and PHOSPHO1 block 20.
`Cc1c(-c2nnc(SCC(=O)O)n2-c2ccccc2Br)nnn1-c1ccccc1` gave UBC9 SUMO inh -5, MEKK3 PB1 HTS 105, IMP-1 inhibitor -2.0, pCIP destab -3, VIM-2 inhibitor -1.7, IDE cell activ 5, FID counter -46, NS3 helicase inh 8 and PHOSPHO1 block 9.
Screening CCCn1c(SCC(=O)N2c3ccccc3CCc3ccccc32)nc2c1c(=O)n(C)c(=O)n2C returned UBC9 SUMO inh -6, MEKK3 PB1 HTS 109, IMP-1 inhibitor -2.0, pCIP destab 5, VIM-2 inhibitor -3.5, IDE cell activ 3, FID counter -1, NS3 helicase inh -2 and PHOSPHO1 block 31.

Not all compounds are listed. The share of hits here may be higher or lower than overall.
